H9c2 TAG inh: inhibitors of triacylglycerol accumulation. 230,000 tested, 0.66% active. inhibition, % at 12.5 µM. H9c2 cells, Nile Red lipid (TAG) fluorescence; cells loaded with 200 µM oleic acid. AID 651582;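 active = pattern-corrected inhibition of lipid staining of at least 50% with the nuclear-stain viability signal not falling by more than 50%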;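 also: 0% = DMSO wells and 100% = triacsin C control wells; some results filed as inactive read as strong as hits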
H9c2 TAG inh DAPI viability: also measured in H9c2 TAG inh; calls as there; DAPI nuclei signal change (viability), lower = more cytotoxic, %;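 whole-well DAPI fluorescence read on a plate reader as a viability signal; minus 50 percent equals half of cells still viable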
* marks the source's active call; other numbers are inactive results. A portion of the library; the hit share may differ from the screen's.

| SMILES | H9c2 TAG inh DAPI viability | H9c2 TAG inh |
| --- | --- | --- |
| Cc1ccc(C(=O)OCC(=O)NCCNC(=O)COC(=O)c2ccc(C)o2)o1 | -5 | 0 |
| O=C(/C=C/c1ccc(N2CCCCC2)c([N+](=O)[O-])c1)c1ccc(O)cc1 | 4 | -8 |
| Cc1ccc(-c2cc3nc(C)cc(N4CCN(C(=O)c5ccoc5)CC4)n3n2)cc1 | -6 | 36 |
| NS(=O)(=O)c1ccc(CCNC(=O)CSc2ncnc3ccccc23)cc1 | -3 | 12 |
| Cc1ccc2c(c1)C1CN(C)CCC1N2C(=O)c1cccc(S(=O)(=O)N(C)C)c1 (configuration not stated) | -7 | -20 |
| CCN(CC)CCn1c(-c2ccc(C)cc2)nc(=S)c2c1CC(C)(C)OC2 | 4 | 4 |
| Fc1ccc(Nc2ccc3ccccc3n2)c(F)c1 | -2 | -5 |
| O=C(Nc1ccc(Cl)cc1)C1=Cc2ccccc2OC1 | -4 | -4 |
| COc1ccc(NC(=O)COC(=O)Cc2cccs2)cc1Cl | -6 | 13 |
| CCOC(=O)CN(C(=O)CNC(=O)c1ccco1)C(C(=O)NC1CCCCC1)c1cccs1 (configuration not stated) | 0 | -22 |
| CCOCCn1ccc2c(OCC(=O)Nc3ccccc3F)cccc2c1=O | 1 | -7 |
| COCC#Cc1ccc2c(c1)O[C@@H](CN(C)C(=O)Nc1ccc(OC)cc1)[C@H](C)CN([C@H](C)CO)S2(=O)=O | 12 | -7 |
| CC1=Nc2ccccc2N=C(NC(=O)CSc2nnnn2-c2ccccc2)C1c1ccccc1 (configuration not stated) | -2 | -8 |
| O=C(NCCCn1ccnc1)c1cn(Cc2ccc(F)cc2)nn1 | 2 | 10 |
| CS(=O)(=O)c1cccc(C(=O)Nc2nnc(C3=COCCO3)o2)c1 | -3 | 9 |
| OCCNc1ncnc2c1ncn2[C@H]1CN(Cc2ccc(Cl)cc2)C[C@@H](CO)O1 | 5 | 3 |
| Cc1cc(N)nc(=O)n1C1CC(O)C(CO)O1 (configuration not stated) | -2 | -4 |
| CCCSc1nc2c(c(=O)[nH]c(=O)n2C)n1CC(O)COc1ccccc1 (configuration not stated) | 11 | -5 |
| COc1cc2nc(CN3CCN(S(=O)(=O)c4c(F)cccc4F)CC3)[nH]c(=O)c2cc1OC | 6 | -1 |
| CCCCOc1cccc(C(=O)Nc2ccc(N3CCN(CC)CC3)cc2)c1 | 14 | 31 |
| CC(Sc1nnc(-c2cccnc2)n1N)C(=O)NCCC1=CCCCC1 (configuration not stated) | 4 | 9 |
| Cc1ccc(S(=O)(=O)N2CCN(C(=S)NCc3ccc4c(c3)OCO4)CC2)cc1 | 3 | -17 |
| COc1ccccc1-c1cc2nc(C)c(CCC(=O)NC(C)CCc3ccco3)c(C)n2n1 (configuration not stated) | -4 | 16 |
| COc1ccc(Nc2nc3ccccc3n2C)cc1 | -1 | 0 |
| O=C(COc1ccccc1)NCC(c1ccco1)N1CCN(c2ccccc2F)CC1 (configuration not stated) | 2 | -2 |
| CN(C)S(=O)(=O)c1ccc(Cl)c(C(=O)NNC(=O)c2ccc3c(c2)OCO3)c1 | 7 | -14 |
| CCC(=O)Nc1ccc(C(=O)c2ccccc2)cc1 | -7 | -3 |
| CN(CC(=O)Nc1cccc(F)c1)CC(=O)Nc1cccc(S(N)(=O)=O)c1 | 4 | -14 |
| NC(=O)c1ccc[n+](CC(=O)OCCC23CC4CC(CC(C4)C2)C3)c1 | -3 | 3 |
| O=C(CNC(=O)N1CC(=O)Nc2ccccc21)Nc1ccc(Br)cc1F | -2 | 7 |
| COc1cccc(OC)c1NC(=O)Cc1nn(C)c(=O)c2ccccc12 | 13 | -5 |
| O=C(Nc1ccc(S(=O)(=O)NC2=NCCCCC2)cc1)c1ccc(Cl)c([N+](=O)[O-])c1 | -6 | 20 |
| Cc1noc(C)c1S(=O)(=O)N(C)C[C@H]1Oc2c(NC(=O)Nc3ccccc3)cccc2C(=O)N([C@H](C)CO)C[C@@H]1C | 0 | 13 |
| CCOC(=O)C1CCN(C(=O)COc2ccc([N+](=O)[O-])cc2)CC1 | 4 | 2 |
| O=c1cc(-c2ccc(O)c(-c3c(O)cc(O)c4c(=O)cc(-c5ccc(O)cc5)oc34)c2)oc2cc(O)cc(O)c12 | -6 | -6 |
| NS(=O)(=O)c1cccc(NC(=O)COC(=O)CCCc2c[nH]c3ccccc23)c1 | -8 | 10 |
| Cc1ccc(NC(=O)C2CCCN(C(=O)c3ccc(Cl)cc3)C2)cc1C (configuration not stated) | -1 | 7 |
| CCCCCCC(=O)N1CCCC(c2nc(-c3cccc(OC)c3)no2)C1 (configuration not stated) | 17 | -10 |
| Cc1cccc(C(=O)NC(=S)N(C)C2CCCCC2)c1 | -1 | -15 |
| CC(C)c1ccc(CC(=O)N2CCC2(C)C(=O)Nc2ccc3c(c2)OCO3)cc1 (configuration not stated) | 8 | -16 |
| Cc1cc(C(=O)OCC(=O)N2C(C)CCCC2C)c(C)o1 (configuration not stated) | -7 | -2 |
| CCOc1ccccc1CNC(=O)CCCc1cn(C)c2ccccc12 | -3 | 12 |
| C[C@H]1C(=O)N(C)CCN1C(=O)c1ccccc1OC1CCN(S(C)(=O)=O)CC1 | 5 | -10 |
| Cc1ccc(C(=O)NC2CCCc3c2cnn3-c2ccc(F)cc2F)cn1 (configuration not stated) | -4 | -19 |
| CCOC(=O)c1ccc(N2C(=O)c3n[nH]c(C)c3C2c2ccc(OC)cc2)cc1 (configuration not stated) | -5 | -10 |
| O=C(c1ccco1)c1cn[nH]c1-c1ccc(Cl)cc1O | 5 | -15 |
| CN1C(=O)c2ccccc2N(C)C1c1cccs1 (configuration not stated) | 0 | -11 |
| Cc1ccc(S(=O)(=O)NCCc2nnc3ccc(N4CCOCC4)nn23)cc1 | -27 | 20 |
| O=C(c1cc(COc2ccc3ncccc3c2)on1)N1CCC[C@H]1CO | -4 | -24 |
| Cc1cnc(CNC(=O)c2ccc3sc([C@@H]4O[C@H](CO)[C@H](O)[C@H](O)[C@H]4O)nc3c2)cn1 | -6 | 15 |

A portion taken from the entries so far, as a working copy:
| SMILES | H9c2 TAG inh DAPI viability | H9c2 TAG inh |
| --- | --- | --- |
| CN1C(=O)c2ccccc2N(C)C1c1cccs1 (configuration not stated) | 0 | -11 |
| Cc1ccc(S(=O)(=O)NCCc2nnc3ccc(N4CCOCC4)nn23)cc1 | -27 | 20 |
| O=C(c1cc(COc2ccc3ncccc3c2)on1)N1CCC[C@H]1CO | -4 | -24 |
| Cc1cnc(CNC(=O)c2ccc3sc([C@@H]4O[C@H](CO)[C@H](O)[C@H](O)[C@H]4O)nc3c2)cn1 | -6 | 15 |

Following part:
| SMILES | H9c2 TAG inh DAPI viability | H9c2 TAG inh |
| --- | --- | --- |
| Cc1cc2c(cc1C)C(c1ccccc1F)CC(=O)N2 (configuration not stated) | 2 | -3 |
| Cc1cccc(C(=O)NCCC(=O)NCc2ccccc2Cl)c1 | -2 | 11 |
| O=C(O)Cc1sc(-c2ccc(C(=O)O)cc2)nc1-c1ccccc1 | 9 | -8 |
| Cc1ccccc1C(=O)Nc1ccc(N2CCCCCC2)cc1 | 0 | 18 |
| COc1ccc(S(=O)(=O)N2CCCCCC2)cc1C(=O)N(C)Cc1ccc(OC)c(OC)c1OC | -4 | -21 |
| O=C(/C=C/c1ccco1)Nc1cccc(C(=O)Nc2ccccc2C(=O)O)c1 | 16 | 1 |
| O=C(Nc1ccc2oc(-c3ccncc3)nc2c1)c1ccc(F)cc1 | 16 | -6 |
| Cn1nnnc1SCC(=O)Nc1ncc(C(F)(F)F)cc1Cl | 2 | -4 |
| CN(Cc1cnccn1)C(=O)CC1C(=O)NCCN1Cc1cccc(Oc2ccccc2)c1 (configuration not stated) | 7 | 7 |
| COC(=O)NCC(C)OC(=O)Nc1cccc(Cl)c1 (configuration not stated) | 0 | 0 |
| Cc1ccc(Cl)cc1NC(=O)COC(=O)c1ccc(CN2CCCC2=O)cc1 | 0 | -12 |
| C[C@H](O)C#Cc1ccc2c(c1)O[C@@H](CN(C)C(=O)c1ccncc1)[C@@H](C)CN([C@H](C)CO)S2(=O)=O | 7 | 0 |
| CCOc1ccc(NC(=S)NC(=O)/C=C/c2ccco2)cc1 | -2 | -3 |
| O=C(O)CCc1nn2c3ccccc3n(CC(=O)O)c2nc1=O | 7 | -10 |
| Cc1cc(NC(=O)c2ccc(-c3ccccc3[N+](=O)[O-])o2)no1 | 8 | -20 |
| Cc1ccc(S(=O)(=O)N2CCOCC2)cc1C(=O)N1C(=O)c2cccc(N)c2C1=O | 2 | 10 |
| COC(=O)c1ccc(Cn2cc(Cl)cn2)o1 | 4 | -2 |
| CC(C)(C)c1ccc(-c2nnc3sc(-c4ccccn4)nn23)cc1 | -9 | 8 |
| CC(=O)NC12CC3CC(C1)CC(C(=O)N1CCN(S(=O)(=O)c4ccccc4C#N)CC1)(C3)C2 | 3 | 7 |
| O=C(CSc1nc2ccccc2c(=O)[nH]1)N1CCCCC1 | -4 | 18 |
| COCCNC(=O)CCC1CCN(Cc2cccc(Oc3ccccc3)c2)CC1 | 4 | 1 |
| CCOC(=O)C1(Cc2ccccc2)CCCN(C(=O)COc2ccccc2OC)C1 (configuration not stated) | -7 | -20 |
| Cc1cccc2c(C(=O)O)c3c(nc12)CCCCC3 | -4 | 16 |
| CCN1CCc2c(sc(NC(=O)c3ccc(S(=O)(=O)N(C)c4ccccc4)cc3)c2C(=O)NC)C1 | 8 | 14 |
| O=C(O)/C=C\C(=O)Nc1ccc(Oc2ccccc2)cc1 | 13 | -14 |
| O=C(Nc1ccc(Cc2ccc(NC(=O)Nc3cccnc3)cc2)cc1)Nc1cccnc1 | 3 | -1 |
| COc1ccc2sc3ccccc3c(=O)c2c1OC | -8 | -5 |
| CC(C)(C)n1ncc2c(=O)n(Cc3ccc(Cl)cc3)cnc21 | -12 | -3 |
| CC(C)CNC(=O)NC(=O)COC(=O)COc1ccc(Cl)cc1Cl | -1 | -14 |
| Clc1ccc2c(c1)C1OCCC1C(c1ccco1)N2 (configuration not stated) | 14 | -22 |
| COc1cccc(-c2cc(=O)c3cc(NC(=O)c4ccccc4)ccc3[nH]2)c1 | -34 | 33 |
| CN(C)S(=O)(=O)N1CCC(c2ccc(F)cc2)C(COc2ccc3c(c2)OCO3)C1 (configuration not stated) | 0 | -20 |
| Cc1cccc(CC2CC(=O)N(c3ccccc3)C2=O)c1 (configuration not stated) | -5 | 1 |
| O=Cc1cccn1-c1sc2c(c1C(=O)O)CCCC2 | 1 | -1 |
| O=C(Nc1ccn(Cc2ccc(Cl)cc2)n1)c1ccccc1 | -2 | -38 |
| OCC1OC(Oc2c[nH]c3ccccc23)C(O)C(O)C1O (configuration not stated) | 3 | 6 |
| O=S(=O)(NCCC1=CCCCC1)c1cccc(Br)c1 | -5 | -7 |
| CC(CN1CCOCC1)OC(=O)c1cccc(Br)c1 (configuration not stated) | -6 | -4 |
| CN1CCN(C(=O)CSc2cc(=O)n(C)c3ccccc23)CC1 | -4 | 12 |
| CC(=O)Nc1cc(-c2cccc(NS(C)(=O)=O)c2)cn2c(-c3cccc(C(C)=O)c3)cnc12 | 12 | -8 |
| Cn1nc(C(C)(C)C)c([N+](=O)[O-])c1C(=O)Nc1ccc(Br)cc1 | 2 | -3 |
| CCc1nc2ccccc2n1CC(O)COc1ccc(NC(C)=O)cc1 (configuration not stated) | -6 | 2 |
| COc1ccc(C(=O)N=c2sc3c(C)ccc(OC)c3n2C)cc1OC | 13 | 0 |
| CCC(C)n1c(=O)c(C(=O)Nc2ccccc2S(N)(=O)=O)c(O)c2ccccc21 (configuration not stated) | -7 | -11 |
| NC(N)=Nc1nc(C2COc3ccccc3O2)cs1 (configuration not stated) | -3 | 1 |
| CCCC1(C(=O)OC)NC(c2cccc(F)c2)C2C(=O)N(CC)C(=O)C21 (configuration not stated) | 3 | -21 |
| O=C(Nc1ccc(S(=O)(=O)Nc2cnc3ccccc3n2)cc1)c1ccc(Cl)cc1Cl | -6 | 4 |
| Cc1nc2ccc(S(=O)(=O)NC(C(=O)NCc3ccc4c(c3)OCO4)C(C)C)cc2s1 (configuration not stated) | -3 | 5 |
| O=C(COC(=O)Cc1c(F)cccc1Cl)NCc1ccc2c(c1)OCO2 | 11 | -7 |
| COc1ccccc1NC(=O)/C=C/c1cc([N+](=O)[O-])ccc1OC(F)F | 2 | -3 |

Carrying on:
| SMILES | H9c2 TAG inh DAPI viability | H9c2 TAG inh |
| --- | --- | --- |
| CSc1ncccc1C(=O)OCC(=O)NCCC1=CCCCC1 | 6 | -11 |
| COc1ccc(CN2CCN(C(=O)c3ccco3)CC2)cc1OCc1ccccc1 | 7 | -11 |
| O=c1[nH]c(CN2CCCCC2)nc2c1C1(CCCCC1)Cc1ccccc1-2 | 5 | 7 |
| C/C(=C/Cc1c(O)cc2oc(C)cc(=O)c2c1O)COC1OC(CO)C(O)C(O)C1O (configuration not stated) | -3 | 22 |
| COC(=O)CCC(C)N1CCC(Oc2ccc(C(=O)N3CCCC3)cc2)CC1 (configuration not stated) | -5 | -4 |
| Cc1ccc(S(=O)(=O)Nc2nc3ccccc3nc2Nc2cccc(S(=O)(=O)N3CCCC3)c2)cc1 | 7 | -14 |
| CCn1c(=S)[nH]c2c(c1=O)C(C)(C)Cc1ccccc1-2 | 9 | -10 |
| Cc1cccc(C(=O)NNC(=O)C2CCCO2)c1 (configuration not stated) | -7 | -9 |
| COCCn1c(N)c(Sc2ccc([N+](=O)[O-])cc2)c(=O)[nH]c1=O | -1 | -1 |
| CCN1CCN(c2ccc(S(=O)(=O)N3CCOCC3)cc2N)CC1 | 2 | -5 |
| N/C(=N\OC(=O)c1ccc([N+](=O)[O-])cc1Cl)c1ccccn1 | -9 | -2 |
| Cc1ccc(S(=O)(=O)NNC(=S)Nc2cccc(C)c2C)cc1 | -1 | -7 |

2 of the compounds above, as labelled records.
Cc1ccc(S(=O)(=O)Nc2nc3ccccc3nc2Nc2cccc(S(=O)(=O)N3CCCC3)c2)cc1
  H9c2 TAG inh DAPI viability: 7
  H9c2 TAG inh: -14

CCn1c(=S)[nH]c2c(c1=O)C(C)(C)Cc1ccccc1-2
  H9c2 TAG inh DAPI viability: 9
  H9c2 TAG inh: -10

Assay outcomes (PubChem BioAssay)
